GRK2 inh: blocks RNA aptamer binding to human GRK2 | P25098 | bead flow cytometry, FAM-aptamer displacement from GRK2 | inhibition of aptamer binding, % at 10 µM | actives 0.59% (n = 330,000) | AID 488847;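 active = inhibition of aptamer binding above 40%, roughly 3 SD of noise, on plates passing a quality check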;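 note: median bead fluorescence of bound FAM aptamer so fluorescent compounds give negative values; no value below 0 was filed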
GLD-1 RNA inh: GLD-1-TGE RNA interaction inhibition (C. elegans); purified GLD-1 + fluorescein TGE RNA, fluorescence polarization; inhibition, % at 5.96 µM; Q17339; actives 0.44% (n = 320,000);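 active = percent inhibition above a per-plate cutoff, the plate mean of test compounds plus 3 SD, cut at about 30% in these data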;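 note: 0% = DMSO wells with GLD-1 and probe and 100% = wells lacking GLD-1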
MCL1 BIM primary: disrupts human MCL1 binding to BIM-BH3 peptide; Q07820; GST-MCL1 / FITC-Bim-BH3 fluorescence polarization; inhibition, % at 10.9 µM; actives 0.68% (n = 320,000); AID 2057;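 active = inhibition above the mean inhibition of all tested compounds plus 3 SD, set per campaign, cut at about 40% in these data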;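 note: 0% = DMSO wells and 100% = unlabeled Bim-BH3 peptide control; higher means more loss of mP so more displacement of Bim peptide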
Target sequence (Q07820 whole entry, looked up): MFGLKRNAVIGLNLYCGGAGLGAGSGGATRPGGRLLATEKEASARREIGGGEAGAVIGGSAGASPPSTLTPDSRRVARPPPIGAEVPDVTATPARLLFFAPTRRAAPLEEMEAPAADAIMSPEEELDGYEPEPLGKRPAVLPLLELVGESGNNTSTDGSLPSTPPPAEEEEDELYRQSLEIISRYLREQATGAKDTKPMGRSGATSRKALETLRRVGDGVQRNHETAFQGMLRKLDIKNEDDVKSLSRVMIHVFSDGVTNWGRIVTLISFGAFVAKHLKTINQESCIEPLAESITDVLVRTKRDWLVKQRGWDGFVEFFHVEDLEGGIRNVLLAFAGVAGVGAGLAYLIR
AGP1-GFP MLPCN: alters AGP1-GFP fluorescence in TOR pathway yeast screen; S. cerevisiae AGP1-GFP multiplex flow cytometry, 3 h; GFP as percent of DMSO wells; GFP response vs DMSO, % at 10 µM; actives 0.02% (n = 320,000);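 active = GFP response relative to DMSO above a set limit, near screen average plus 3 SD, cut at about 150% in these data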;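 note: median GFP channel fluorescence of the gated AGP1 strain per well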
BCLXL inh: blocks human Bcl-xL binding to Bim BH3 peptide; inhibition, % at 10.9 µM; Q07817; AID 2129; GST-Bcl-xL / FITC-Bim BH3 peptide fluorescence polarization; actives 0.7% (n = 320,000);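 active = inhibition above the mean of all tested compounds plus 3 SD, cutoff set per campaign, cut at about 30% in these data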;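 note: 0% = DMSO wells and 100% = unlabeled Bim-BH3 peptide competitor; inhibitors lower millipolarization by displacing the labeled peptide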
Target sequence (Q07817 whole entry, looked up): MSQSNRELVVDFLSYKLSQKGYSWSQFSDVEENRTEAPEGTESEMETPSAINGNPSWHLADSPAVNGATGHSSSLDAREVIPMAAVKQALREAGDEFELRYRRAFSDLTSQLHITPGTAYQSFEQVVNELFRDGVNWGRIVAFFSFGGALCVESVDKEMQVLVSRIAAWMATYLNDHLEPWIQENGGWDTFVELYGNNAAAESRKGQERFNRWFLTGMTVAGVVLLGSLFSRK
MEX-5 binding: C. elegans MEX-5 TCR-2 RNA binding activity; activity score (negative = inhibition of binding), % at 10 µM; Q9XUB2; actives 0.38% (n = 300,000); AID 1832; MEX-5/FITC-TCR2 RNA binding, fluorescence polarization; hits give low values;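 active = inhibition past about -25% in most replicates, and total fluorescence under double the plate's negative control median, limit read from the data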;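 note: 0% = DMSO and -100% = 5 µM competing unlabeled TCR2 RNA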
Target sequence (Q9XUB2 whole entry, looked up): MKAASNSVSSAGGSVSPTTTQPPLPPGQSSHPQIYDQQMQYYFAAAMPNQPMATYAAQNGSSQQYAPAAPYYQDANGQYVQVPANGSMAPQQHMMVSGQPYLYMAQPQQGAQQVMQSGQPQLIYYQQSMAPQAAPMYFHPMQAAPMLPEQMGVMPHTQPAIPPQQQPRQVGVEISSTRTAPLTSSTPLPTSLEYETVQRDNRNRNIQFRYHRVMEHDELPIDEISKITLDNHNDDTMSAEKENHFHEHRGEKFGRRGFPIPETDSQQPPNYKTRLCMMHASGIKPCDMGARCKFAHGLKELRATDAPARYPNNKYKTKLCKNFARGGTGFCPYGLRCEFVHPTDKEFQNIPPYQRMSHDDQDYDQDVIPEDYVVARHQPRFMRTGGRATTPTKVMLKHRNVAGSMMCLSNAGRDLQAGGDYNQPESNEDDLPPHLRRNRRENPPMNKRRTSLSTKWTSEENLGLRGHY
VLA-4 inh: inhibition in a human VLA-4 binding assay; P13612; VLA-4 expressing cells, ligand binding flow cytometry; inhibition, % (about 7 µM as worked out from the volumes in the protocol); actives 0.2% (n = 330,000); AID 2557; in the data active = inhibition above about 50%
CR mimetic SO: yeast age-related superoxide inhibition as caloric restriction mimetic; superoxide response (% of plate mean), % at 10 µM; actives 0.18% (n = 330,000); S. cerevisiae aged cells, superoxide DHE fluorescence; hits give low values;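 active = superoxide response under a set limit, about three screen SD below normal, cut at about 65% in these data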;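 note: yeast aged for seven days with compound at 30 °C before DHE staining; 100% = average MFI of all compound-treated wells on the plate with controls excluded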
CIT2 TOR yeast: alters CIT2-GFP fluorescence in TOR pathway yeast screen; S. cerevisiae CIT2-GFP strain, flow cytometry, 3 h; 100 means same as DMSO wells; GFP response vs DMSO, % at 10 µM; actives 0.065% (n = 320,000); AID 2029;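 active = GFP response relative to DMSO above a set limit, near the screen mean plus 3 SD, cut at about 150% in these data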;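 note: ratio of well median GFP fluorescence to mean of DMSO wells on the plate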
Numbers without * were called inactive; nt = no result given.

SMILES	GRK2 inh	GLD-1 RNA inh	MCL1 BIM primary	AGP1-GFP MLPCN	BCLXL inh	MEX-5 binding	VLA-4 inh	CR mimetic SO	CIT2 TOR yeast
Cc1c(Br)ccc(NC(=O)CCN2C(=O)C3C4CCC(C4)C3C2=O)c1C (stereo not given)	0	3	4	98	1	0.1	7	100	96
O=C(CN(C(=O)CCC(=O)Nc1nccs1)c1ccc(F)c(Cl)c1)NCc1ccco1	0	8	4	99	5	1.3	-8	94	100
COc1cc2nc(CN3CCN(S(=O)(=O)c4ccc(Br)cc4)CC3)[nH]c(=O)c2cc1OC	0	3	nt	97	nt	nt	-13	102	110
Cn1c(N)c(C(=O)COC(=O)c2ccccc2C(=O)c2ccc(Cl)cc2)c(=O)n(C)c1=O	0	-1	nt	96	nt	nt	-6	117	95
CC(=O)Nc1ccc(S(=O)(=O)NC2=NCN(CCOC(=O)c3ccccc3)CN2)cc1	3	-3	5	98	7	-1.0	14	99	97
COc1ccccc1NC(=O)Cc1noc(CSc2nnc(C)s2)n1	0	0	-5	105	-8	1.1	13	100	90
Cc1nn(Cc2c(F)c(F)c(F)c(F)c2F)c(C)c1NC(=O)c1ccc(COc2ccc(Cl)cc2Cl)o1	4	5	8	93	1	2.2	-15	94	104
O=C(NC1CC1)c1ccc(COc2ccc(F)cc2)o1	0	5	0	99	2	1.1	-2	94	110
CC(C)Sc1nnc(Cn2c(=O)sc3ccccc32)n1-c1ccccc1	0	4	4	106	0	0.4	10	96	102
OCCCN=C1CCCc2c1[nH]c1ccc(Cl)cc21	0	4	-4	104	2	-0.9	1	123	102
Nc1ncnc(Nc2cccc(C(F)(F)F)c2)n1	0	2	-4	100	3	-0.6	0	69	nt
C/C(=N\NC(N)=O)C1CC(Cc2ccccc2)C(=O)O1 (stereo not given)	0	nt	nt	100	nt	0.8	4	101	104
Nc1ccc(C(=O)N2CCCC2)cc1CS(=O)(=O)c1ccc(Cl)cc1	0	-1	3	106	3	3.4	7	92	94
COc1ccc(-n2c(/C=C(\C)O)nc(=O)c3c(C)cc(C)nc32)cc1	2	8	1	92	3	-2.6	-10	81	98
O=C(NCc1cccnc1)c1nn2cccnc2c1Cl	0	2	-3	103	2	2.1	2	113	92
COc1ccc(C2=NN(C(=O)COC(=O)c3ccc(NC(=O)CC#N)cc3)C(c3ccco3)C2)cc1 (stereo not given)	0	-54	-76	104	-39	nt	-3	141	98
c1ccc2ncccc2c1	0	8	nt	105	nt	nt	-9	133	103
O=C1CCCN2N=C(SCC(=O)Nc3ccc([N+](=O)[O-])cc3)SC2=N1	0	4	0	101	-2	-1.5	-10	127	103
CCNC(=S)NNC(=O)c1ccc2ncccc2c1	4	12	8	100	5	1.5	-1	93	100
O=C(NCCc1ccc2c(c1)OCCO2)c1cc2ccccc2o1	0	-5	-2	97	5	1.0	14	75	96
Cc1c(Br)c([N+](=O)[O-])nn1CC(=O)Nc1c(C)n(C)n(-c2ccccc2)c1=O	0	-2	18	97	0	-1.9	-10	118	100
CCOC(=O)NC(=O)CSc1ccc(S(=O)(=O)N(C)C2CCCCC2)cn1	3	4	8	108	7	nt	9	97	98
CN(CC1COc2ccccc2O1)C(=O)Cn1cc(C(F)(F)F)ccc1=O (stereo not given)	2	0	nt	99	nt	nt	5	106	102
O=C(CN1CCN(c2ccccc2)CC1)NC(=O)NCc1ccco1	0	-11	8	101	6	-0.6	2	84	101
CCCNC(=O)c1oc2ccc3c(c2c1C)C(O)CC(C)(C)O3 (stereo not given)	0	nt	nt	93	nt	-0.3	1	96	100
O=c1c2c(c(-c3ccccc3)nn1Cc1ccccc1)CCCC2	0	9	2	101	4	-0.4	8	93	99
Cc1ccccc1CN1CCC(Oc2ccc(C(=O)NCc3ccccn3)cc2)CC1	2	1	5	106	1	-2.1	-2	98	104
NC(=O)C1CCN(c2cc(Cl)nc(N)n2)CC1	0	-2	2	103	8	0.7	-6	103	93
COc1ccc(-c2[nH]n(-c3ccc([N+](=O)[O-])cc3)c(=O)c2C=NCc2ccccc2)cc1	0	5	0	98	7	-0.3	4	115	98
Cc1ccccc1Nc1nc2nonc2nc1N1CCOCC1	1	9	6	97	8	-0.5	8	88	95
Cc1nc2ccccc2nc1N1CCOCC1	3	-2	0	110	4	1.3	-5	90	120
Cc1ccc(-c2csc(N/N=C/C=C/c3ccccc3)n2)cc1	2	9	4	103	7	0.0	-9	109	95
COc1ccc(-n2nnnc2CNC(=O)C(=O)c2c(C)[nH]c3ccccc23)cc1	1	9	-1	108	2	-2.1	-5	105	95
O=C(Nc1nc2ccc(F)cc2s1)c1cccs1	2	6	5	96	0	2.9	36	106	98
CCCn1nnc(NCc2ccc(OCc3cccs3)c(OC)c2)n1	0	8	-2	99	2	3.2	10	103	99
CC1=NN(C(=O)c2ccc(Cn3nc(C)c(Br)c3C)cc2)C(O)(C(F)(F)F)C1 (stereo not given)	0	-8	12	100	4	3.0	12	99	95
Cc1nnc(NC(=O)c2nc(S(=O)(=O)Cc3ccccc3)ncc2Cl)s1	1	2	3	113	7	-3.6	-18	87	112
COc1ccc2oc(=O)c(C(=O)NC(C)c3ccccc3)cc2c1 (stereo not given)	0	-4	-4	97	1	0.8	16	103	98
CCC(Oc1ccccc1)C(=O)Nc1ccccc1OC (stereo not given)	1	-5	5	87	8	0.0	2	78	92
Cc1ccnc(NS(=O)(=O)c2ccc(NC(=O)C3CC=CCC3C(=O)O)cc2)n1 (stereo not given)	2	2	5	108	3	0.7	-1	96	108
COc1ccc(NC(=O)CCCn2cnc3ccccc3c2=O)c(OC)c1	0	-9	-4	96	2	-0.4	7	98	104
Cc1c(C#N)c(NC(=O)CCl)n(Cc2cccs2)c1C	0	5	2	95	2	-1.3	-3	104	97
CC1Cc2cc(S(=O)(=O)N3CCCCC3)ccc2N1C(=O)C1CCC1 (stereo not given)	1	10	3	95	0	-0.9	3	90	93
CC1(C)Cc2c(c(N3CCCC3)nc3sc(C(=O)Nc4ccccc4)c(N)c23)CO1	0	2	6	105	5	0.5	16	96	104
COc1cc(NS(C)(=O)=O)c(OC)cc1NC(=O)c1cccc(F)c1	0	-1	-2	109	5	-1.1	3	93	105
O=C(COC(=O)CCc1nc2ccccc2c(=O)[nH]1)Nc1c(Cl)cccc1C(F)(F)F	4	2	-11	100	-3	2.5	-23	94	85
COc1ccccc1CNC(=O)CNCCc1ccc(OC)c(OC)c1	0	4	7	81	7	-2.2	-1	101	95
Cc1ccc(NCc2nnc(SCC(=O)NNC(=O)Cc3ccccc3)n2C)cc1	0	4	-4	101	-3	-1.8	-1	104	104
Cc1nnc(NC(=O)CSc2nnc(CNC(=O)C34CC5CC(CC(C5)C3)C4)n2C2CCCCC2)s1	3	0	-7	88	-6	-0.3	10	112	88
CCC(CC)C(=O)Nc1cc(OC)c(OC)cc1C(=O)O	2	-6	4	99	4	-1.0	3	82	98
Cc1ccc2c(c1)C1CN(C)CCC1N2S(=O)(=O)c1cccc(F)c1 (stereo not given)	1	-3	-4	104	3	nt	0	98	103
Cc1cccc(OCc2nc(-c3nonc3N)no2)c1C	0	2	-4	97	6	-1.5	-12	91	98
CCOc1ccc(OCCOC(=O)CN2C(=O)NC3(CCCC3)C2=O)cc1	0	-2	6	107	1	2.9	-12	86	104
CC1(c2ccccc2)NC(=O)N(CC(=O)Nc2ccc(C(N)=O)cc2)C1=O (stereo not given)	0	-1	-9	106	-4	1.2	12	90	107
CN(CC(=O)Nc1ccc(F)c(F)c1F)C(=O)c1cc(-c2ccncc2)nc2ccccc12	0	0	-15	107	-10	0.5	-2	110	99
CCOc1ccc(C(C)=O)cc1CSc1nc2nc(C)cc(C)n2n1	0	-3	7	91	8	2.5	1	115	83
O=C(OCn1nnc2ccccc2c1=O)c1ccc(N2CCOCC2)c([N+](=O)[O-])c1	1	-5	12	88	3	0.0	8	99	88
Cc1sc2nc(CSc3cccc(C(F)(F)F)c3)[nH]c(=O)c2c1C	2	4	-6	90	-2	0.8	41	88	97
CC(OC(=O)C1=Cc2ccccc2OC1)C(=O)NC(C)(C)C (stereo not given)	2	-5	2	96	3	-0.6	-12	91	96
COc1ccc(NC(=O)CN2CCC(C)CC2)c([N+](=O)[O-])c1	0	1	-5	100	-2	-0.5	11	108	104

Additional structures follow:
SMILES	GRK2 inh	GLD-1 RNA inh	MCL1 BIM primary	AGP1-GFP MLPCN	BCLXL inh	MEX-5 binding	VLA-4 inh	CR mimetic SO	CIT2 TOR yeast
NC(=NCCc1ccc(Cl)cc1)NS(=O)(=O)c1ccccc1	0	2	8	104	8	2.0	-3	82	102
Cn1cccc1/C=N\NC(=O)c1cncc(Br)c1	0	4	2	116	-2	-2.3	-6	92	104
CCCCCCCCN1[C@@H](CC(=O)OCC)c2cc(C(F)(F)F)ccc2S1(=O)=O	2	4	12	81	6	-6.7	25	102	76
CC(=O)N1c2ccccc2CCc2ccc(N)cc21	4	9	17	98	14	0.8	3	109	100
O=C(Nc1ccc2snnc2c1)N1CCN(c2ccccc2)CC1	0	-2	-2	100	7	1.4	18	94	110
COc1ccc(NC(=O)Nc2ccccc2C(N)=O)cc1OC	5	3	8	103	3	nt	1	91	97
O=C(Nc1ccccc1)/C(=C/c1cccnc1)NC(=O)c1ccco1	8	0	0	104	7	nt	6	62*	104
COc1cccc(CNc2nc3ccccc3n2CCN2CCCCC2)c1OC	0	4	3	106	0	nt	3	90	105
CN(C)c1ccc(C(=S)N2CCN(Cc3ccccc3)CC2)cc1	0	-7	6	110	8	3.4	1	95	112
CCc1ccc(CN(C)C(=O)CC2C(=O)NCCN2Cc2ccoc2)cc1 (stereo not given)	0	3	5	107	7	1.5	9	99	103
NC(=O)c1ccccc1OCC(=O)Nc1cccnc1Cl	0	4	9	100	11	nt	-1	103	96
Cc1nn(CC(=O)NNC(=O)c2cccc(Br)c2)c(C)c1[N+](=O)[O-]	0	7	7	102	4	1.1	3	97	98
Cc1cc(C(=O)OCC(=O)NCc2ccco2)c(C)n1-c1ccccc1	9	-1	7	102	1	-1.3	65*	109	98
Cc1ccc(S(=O)(=O)CC(=O)N2CCN(c3cccc(C(F)(F)F)c3)CC2)cc1	0	-5	3	98	2	2.7	11	115	107
Cc1ccc(NC(=O)c2cccc(F)c2)cc1S(=O)(=O)N1CCCCCC1	1	2	-16	89	-11	0.3	3	105	nt
COCCN(C(=O)COC(=O)/C=C/c1cccs1)c1c(N)n(Cc2ccccc2)c(=O)[nH]c1=O	0	7	3	105	1	0.3	37	93	103
CCCCN(C(=O)CN(C)CC(=O)Nc1cccc(OC)c1)c1c(N)n(CCCC)c(=O)[nH]c1=O	0	4	nt	94	nt	nt	0	88	101
Cc1ccc2nc3c(cc(S(=O)(=O)c4ccccc4)c(=N)n3Cc3ccco3)c(=O)n2c1	4	2	6	98	11	-7.1	-2	97	104
Cc1cccc(NC2=CC(=O)OC(C)C2)c1 (stereo not given)	0	0	6	102	6	-0.6	7	86	112
COC(=O)[C@@]1(Cc2ccc(F)cc2)[C@@H]2[C@@H](CC(=O)[C@H]2CC(=O)C(=O)N(C)C)CN1C(=O)c1ccccc1	6	8	7	96	6	nt	0	103	96

Full records, quoted from the list. Values in the order: GRK2 inh, GLD-1 RNA inh, MCL1 BIM primary, AGP1-GFP MLPCN, BCLXL inh, MEX-5 binding, VLA-4 inh, CR mimetic SO, CIT2 TOR yeast
Entry for COC(=O)[C@@]1(Cc2ccc(F)cc2)[C@@H]2[C@@H](CC(=O)[C@H]2CC(=O)C(=O)N(C)C)CN1C(=O)c1ccccc1 : 6, 8, 7, 96, 6, nt, 0, 103, 96
Entry for Cc1ccc(S(=O)(=O)CC(=O)N2CCN(c3cccc(C(F)(F)F)c3)CC2)cc1 : 0, -5, 3, 98, 2, 2.7, 11, 115, 107

High-throughput results deposited in PubChem by several laboratories.
